# aGal spleen mod – inhibits or activates alpha-galactosidase in human spleen homogenate; P06280; AID 2107; 240,000 compounds, 0.008% hits; human spleen homogenate, 4MU-alpha-Gal fluorescence, 40 min; Potency, µM (titrated, usually from 80 µM), inactives show at the top dose activity change, negative = inhibition, hits mostly inhibitors;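 note: 0% = enzyme with vehicle and -100% = no enzyme basal signal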
# Target sequence (P06280 32-429 limits assumed): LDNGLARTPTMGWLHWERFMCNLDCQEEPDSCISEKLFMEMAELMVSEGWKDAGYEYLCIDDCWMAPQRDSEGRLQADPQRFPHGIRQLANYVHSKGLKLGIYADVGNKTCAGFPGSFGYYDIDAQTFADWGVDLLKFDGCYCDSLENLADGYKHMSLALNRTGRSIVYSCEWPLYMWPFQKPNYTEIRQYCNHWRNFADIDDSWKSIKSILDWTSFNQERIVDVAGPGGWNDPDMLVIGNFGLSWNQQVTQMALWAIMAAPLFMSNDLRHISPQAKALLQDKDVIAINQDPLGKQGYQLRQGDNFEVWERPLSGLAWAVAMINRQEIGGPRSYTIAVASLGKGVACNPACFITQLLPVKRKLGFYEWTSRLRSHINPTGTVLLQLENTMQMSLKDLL
#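 Inhibition or activation of alpha-galactosidase in human spleen homogenate is scored by 4-MU fluorescence after 40 min at 37C, pH 5.0, with 1 mM substrate. AC50s come from concentration-response fitted to the Hill equation.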
# GAA glycogen mod – GAA glycogen-cleavage inhibition or activation; P10253; recombinant GAA, glycogen substrate, Amplex Red glucose oxidase fluorescence; Potency, µM (top dose mostly 76.4 µM), inactives show at the top dose activity change, negative = inhibition, actives largely listed as inhibitors; 300,000 compounds, 0.38% hits; AID 2100;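 note: 0% = full enzyme reaction and -100% = no-enzyme basal signal; the screen sought inhibitors and activators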
#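 Recombinant enzyme (4 nM final) with compounds titrated up to 77 uM and bovine liver glycogen (30 ug) in citrate pH 5.0, 0.01% Tween-20, 37 C 40 min. Released glucose detected by Amplex Red/glucose oxidase (Ex 573/Em 610); AC50 from Hill fits.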
# Tau fluor counter – counter-screen for tau fibril formation inhibitors; tau K18 P301L (four-repeat tau fragment) Alexa594 fluorescence, heparin fibrillization; Potency, µM (highest dose often 57.7 µM), for the others: at the top dose activity change, negative = decrease; 280,000 compounds, 0.93% hits; note: % is set by controls: 0 for no effect and ±100 for the full control effect; nearly all actives have a fitted effect of over 55% in size
#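 Human K18 P301L tau (15 uM unlabeled plus 0.24 uM Alexa 594-labeled, final) in 100 mM sodium acetate pH 7 was mixed with compound and 20 uM heparin and incubated 6 hr at 37 C.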
# aGlu spleen mod – inhibits or activates alpha-glucosidase in human spleen homogenate; P10253; human spleen homogenate, 4-MU-alpha-glucoside fluorescence; Potency, µM (highest dose often 79.9 µM), for the others: at the top dose activity change, negative = inhibition, hits mostly inhibitors; 240,000 compounds, 0.006% hits;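 note: 0% = enzyme with vehicle and -100% = no enzyme basal signal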
#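 AC50 values come from Hill-equation fits of concentration-response data, normalized to no-enzyme and full-activity controls. Enzyme source: 1 ug human spleen homogenate; 1 mM fluorogenic 4-MU glucoside, pH 5.0 citrate buffer, 37 C, 40 min.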
# ALDH1A1 inh – ALDH1A1 (human) enzyme inhibition; Purified ALDH1A1, NADH fluorescence, propionaldehyde substrate; Potency, µM (titrated, usually from 75.3 µM), for inactives: at the top dose activity, negative = inhibition, usual class: inhibitors; 220,000 compounds, 7.3% hits; active = well fitted inhibition curve with a large enough effect, not every such curve was filed as active; inconclusive = small, poorly fitted or top-dose-only effect, or another doubt; inactive = no such curve, though single readings can be large or run the other way;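 note: plate controls were no enzyme wells and a reference inhibitor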
# GAA inhib – alpha-glucosidase (human) inhibition | AID 1466 | purified human GAA, 4-MU-alpha-glucoside fluorescence | 200,000 compounds, 0.005% hits | Potency, µM (top dose mostly 76.9 µM), for the others: top-dose activity change, negative = inhibition, hits mostly inhibitors;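 note: plate controls were uninhibited enzyme wells for no effect and no-enzyme background for full effect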
#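 Enzyme (4 nM final) mixed with compound (up to 77 uM), then 4-MU-alpha-D-pyranoside (400 uM final) added; 20 min at room temperature, pH 5.0. Reaction stopped at pH 10, fluorescence read, AC50 derived by Hill fit.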
# Epigenetic derep – derepresses silenced GFP reporter in murine cells; murine LDR cells, GFP reporter derepression, 30 h; Potency, µM (doses to about 53.9 µM), for the others: at the top dose GFP activation, most hits filed as activators; 280,000 compounds, 0.2% hits; AID 1865; note: % of control where 0% means no effect; nearly all actives have a fitted effect of over 60% in size
#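 Murine LDR cells bearing a silenced CMV-driven GFP reporter were exposed to compound for 30 h at 37 C. After PBS washes, GFP-positive cells (20-120 um objects) counted by laser-scanning microplate cytometry.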
# NPSR antagonist – blocks cAMP signaling of the human neuropeptide S receptor. Potency, µM (highest dose often 38.3 µM), inactives show top-dose activity change, negative = inhibition, usual class: inhibitors. CHO-NPSR cells, cAMP TR-FRET, antagonist mode. AID 1461. 220,000 compounds, 1% hits. Q6W5P4; note: % is set by controls: 0 for no effect and ±100 for the full control effect; nearly all actives have a fitted effect of over 50% in size; many of its hits are not listed in these tables
# Target sequence (Q6W5P4 whole entry, looked up): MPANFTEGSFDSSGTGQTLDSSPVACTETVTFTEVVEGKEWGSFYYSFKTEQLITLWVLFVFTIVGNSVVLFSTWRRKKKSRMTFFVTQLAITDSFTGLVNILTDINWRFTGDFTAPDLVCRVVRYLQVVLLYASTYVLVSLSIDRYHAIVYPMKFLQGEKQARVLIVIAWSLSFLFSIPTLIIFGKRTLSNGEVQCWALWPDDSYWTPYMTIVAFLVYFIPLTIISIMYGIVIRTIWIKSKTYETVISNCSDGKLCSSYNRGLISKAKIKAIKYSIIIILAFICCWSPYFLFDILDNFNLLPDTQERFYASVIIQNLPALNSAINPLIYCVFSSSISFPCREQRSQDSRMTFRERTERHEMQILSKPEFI
# Starred values were filed as active, the others as inactive; u = inconclusive; x = no result given; & = joins results of further samples; [ ] = dose if it differs, or a comment. Unless noted, calls come from the whole dose curve; as a rule, active = well fitted curve in the direction sought with a large enough effect; inconclusive = small, poorly fitted or top-dose-only effect, or another doubt; inactive = no such curve, though single readings can be large; an effect the other way counts as inactive or inconclusive. Potency is the fitted concentration of half-maximal effect. Not all compounds are listed; count on the stated rates, not on these rows.
SMILES,aGal spleen mod,GAA glycogen mod,Tau fluor counter,aGlu spleen mod,ALDH1A1 inh,GAA inhib,Epigenetic derep,NPSR antagonist
Cn1c(=O)[nH]c(=O)c2c1nc(NCCCn1ccnc1)n2CCOc1ccccc1,3%,-7%,4%,4%,13%,2%,-0.7%,0%[46.1 µM]
S=C(Nc1ccccc1Cl)N1CCCC1,1%,4%,6%,-11%,12%,6%,2.6%,11%
NC(=O)CC[C@@H]1NC(=O)[C@H](CO)NC(=O)c2cc([N+](=O)[O-])cc(I)c2NCCCC[C@@H](C(N)=O)NC(=O)[C@H](Cc2ccc(O)cc2)NC1=O,3%,3%,-25%,5%,-1%,0%,-1.7%,10%
CN(C)c1ccc(CNn2cnnc2SCc2ccc(F)cc2)cc1,7%,u,-14%,-1%,-4%,4%,-1.0%,-5%[46.1 µM]
CO/N=C/c1cccn1-c1nccc(OC)c1C#N,6%,-9%,-1%,4%,8%,x,0.0%,-3%
O=C(Nc1cccc2ncccc12)c1ccc2c(c1)OCCO2,6%,-5%,-5%,5%,-2%,-2%,8.0%,-18%[46.1 µM]
O=[N+]([O-])C(=c1ccc2c(c1)N1C3=C(CCCC3)CC3CCCCC31N=2)[N+](=O)[O-] (stereo unspecified),-4%,-23%,u,-6%,x,x,5.8%,-1%[7.67 µM]
COc1ccc(C(=O)N=c2c(C#N)cc3c(=O)n4cccc(C)c4nc3n2Cc2ccco2)cc1,10%,7%,-8%,8%,u,4%,-0.2%,-8%[46.1 µM]
O=C(c1ccc2ncsc2c1)N1CCN(c2ccccc2Cl)CC1,3%,-9%,-4%,4%,-3%,5%,-2.9%,-4%
COc1ccc(C(Nc2ccc(S(=O)(=O)NCC3CCCO3)cc2)C(=O)NC(C)(C)C)cc1OC (stereo unspecified),3%,-2%,-5%,-4%,u,u,-3.3%,-5%
O=C(CSc1nnc(-c2ccccc2)o1)Nc1ccccc1F,-1%,6%,-8%,3%,u,u,0.3%,9%[46.1 µM]
Cc1ccc(-c2nnn3c2nc(NCCc2ccc(S(N)(=O)=O)cc2)c2ccccc23)cc1,7%,1%,5%,-11%,-4%,-6%,0.0%,-32%
CC1(C(=O)NNC(=O)C2CCCCC2)CC1(Cl)Cl (stereo unspecified),4%,2%,-7%,3%,x,x,0.1%,8%
COc1ccc(OC)c(C2=NOC(C(=O)NCc3ccco3)C2)c1 (stereo unspecified),1%,3%,-12%,-3%,u,u,u,-22%[46.1 µM]
CCc1cccc(CC)c1-n1c(-c2cccnc2)n[nH]c1=S,3%,-12%,6%,-2%,-14%,0%,1.1%,0%
COc1ccc2[nH]c3c(=O)n(CCCN4CCOCC4)cnc3c2c1,6%,2%,-1%,-9%,x,x,-1.6%,7%
CN(C)C(=S)NC(=O)C12CC3(C)CC(C)(CC(C)(C3)C1)C2,4%,6%,-11%,2%,x,x,-3.7%,20%
Cc1ccc(-c2c(C)n([O-])c3c([n+]2=O)CCCC3)o1,-9%,2%,-5%,-12%,-9%,-4%,0.0%,-4%[46.1 µM]
COc1ccc(C(CCO)NC(=O)c2cccs2)cc1OC (stereo unspecified),5%,-9%,-3%,3%,-4%,-1%,-3.6%,-9%
COc1ccc(CCNC(=O)CO/N=C/c2cc3c(cc2Br)OCO3)cc1OC,7%,3%,-1%,x,4%,-18%,-1.2%,-18%

# 2 compounds drawn at random from those above:
SMILES,aGal spleen mod,GAA glycogen mod,Tau fluor counter,aGlu spleen mod,ALDH1A1 inh,GAA inhib,Epigenetic derep,NPSR antagonist
CN(C)C(=S)NC(=O)C12CC3(C)CC(C)(CC(C)(C3)C1)C2,4%,6%,-11%,2%,x,x,-3.7%,20%
COc1ccc(OC)c(C2=NOC(C(=O)NCc3ccco3)C2)c1 (stereo unspecified),1%,3%,-12%,-3%,u,u,u,-22%[46.1 µM]

# An excerpt from above in order of their number in GAA glycogen mod, lowest first:
SMILES	GAA glycogen mod
CCc1cccc(CC)c1-n1c(-c2cccnc2)n[nH]c1=S	-12%
COc1ccc(C(CCO)NC(=O)c2cccs2)cc1OC (stereo unspecified)	-9%
Cc1ccc(-c2nnn3c2nc(NCCc2ccc(S(N)(=O)=O)cc2)c2ccccc23)cc1	1%
COc1ccc2[nH]c3c(=O)n(CCCN4CCOCC4)cnc3c2c1	2%
COc1ccc(CCNC(=O)CO/N=C/c2cc3c(cc2Br)OCO3)cc1OC	3%
CN(C)C(=S)NC(=O)C12CC3(C)CC(C)(CC(C)(C3)C1)C2	6%

# Going on with the list:
SMILES,aGal spleen mod,GAA glycogen mod,Tau fluor counter,aGlu spleen mod,ALDH1A1 inh,GAA inhib,Epigenetic derep,NPSR antagonist
CCOC(=O)c1c(NC(=O)C(C)Sc2cccc[n+]2[O-])sc2c1CCN(Cc1ccccc1)C2 (stereo unspecified),17%,-2%,-2%,5%,u,u,2.1%,-14%
O=C(CSc1nnc(-c2ccco2)n1Cc1ccccc1)c1ccccc1,-13%,-11%,-8%,-10%,u,-11%,8.5%,-15%[7.67 µM]
CCC(=O)Nc1ccccc1C(=O)N1CCOCC1,-2%,2%,10%,-1%,8%,-4%,5.6%,-2%[46.1 µM]
Cc1ccc(S(=O)(=O)C2(C(=O)Nc3ccc(Br)cc3)CC2)cc1,11%,-1%,-25%,8%,-11%,-2%,-5.0%,-16%
Cc1ccccc1-n1cc(C(=O)c2cc(Cl)ccc2O)cc(C#N)c1=O,0%,4%,-8%,-2%,8%,u,-1.3%,-33%
COc1cc2c(cc1OC)CC(=O)N(C)CC2,-2%,2%,9%,-2%,-8%,u,-4.3%,16%
Cc1ccc2c(c1)cc(CN(Cc1ccc3c(c1)OCO3)C(=O)c1cnccn1)c1nnnn12,-11%,3%,-17%,-5%,u,-2%,-0.9%,u
CCC(C)NC(=O)C1CCN(c2nc(C)cc(C)n2)CC1 (stereo unspecified),5%,1%,-3%,-1%,u,3%,1.0%,9%[46.1 µM]
COC(=O)CC1c2ccccc2C(Cc2ccc3c(c2)OCO3)=C(C)N1C(=O)OC (stereo unspecified),-7%,x,-11%,-10%,4%,x,-1.1%,x
COc1cccc(C(=O)Nn2cnnc2)c1,3%,-8%,-4%,-12%,1%,1%,-0.1%,-3%
CCN(CC)c1ccc(/C=N/OCC(=O)Nc2cccc(C)c2)cc1,-3%,0%,u,-1%,u,-12%,-3.0%,1%
COc1ccc2c(c1)Cc1sc(NC(=O)c3cccnc3)nc1-2,-4%,3%,u,-3%,3.5µM*,-1%,-4.5%,-47%
Cc1cccc(NC(=S)NC(=O)/C=C/c2ccco2)c1,6%,-13%,-28%,5%,24µM*,-5%,-1.1%,-15%
CC(Oc1ccc(C(=O)NCCc2ccccc2)cc1)C(=O)O (stereo unspecified),3%,1%,-4%,3%,2%,-8%,0.1%,15%[46.1 µM]
Cn1cc(C(=O)N/N=C/c2ccc3c(c2)OCO3)c2ccccc21,6%,1%,u,3%,x,x,3.0%,-9%
C=CCNC(=O)c1onc(CSc2ccccc2C)c1C(=O)O,-7%,-20%,5%,-5%,-3%,0%,-0.9%,-6%[46.1 µM]
CC(=O)c1cccc(NC(=O)CCNS(=O)(=O)c2cccc(C(C)=O)c2)c1,7%,-8%,1%,-1%,u,-7%,4.1%,-10%[7.67 µM]
CCCC(C)C(=O)NCc1ccccc1OC (stereo unspecified),12%,-10%,1%,-4%,-3%,-5%,0.4%,-5%[46.1 µM]
O=C(O)c1ccc2cc[nH]c2c1,-3%,-2%,10%,1%,u,-3%,-1.2%,-1%[46.1 µM]
Nc1ccc(-c2nc3ccc(-c4nc5ccc(N)cc5[nH]4)cc3[nH]2)cc1,u,x,13µM*[quencher],3%&-4%&-4%,u,x,2.5%&1.1%,5%[46.1 µM]
Cn1ncc2c(Nc3ccccc3Cl)nc(Cl)nc21,8%,5%,-10%,4%,3%,-1%,1.6%,3%
O=C(Nc1cccn2ncnc12)C(Cl)Cl,4%,-7%,0%,2%,-1%,-7%,0.9%,0%[46.1 µM]
O=C(c1ccc(N2CCC3(CC2)OCCO3)c([N+](=O)[O-])c1)N1CCOCC1,9%,u,-3%,-1%,-7%,-5%,-1.8%,19%
COc1ccccc1N1CCN(/N=C/C(Cl)=C/c2ccccc2)CC1,-3%,-5%,u,10%,x,x,-1.1%,-2%
O=C(Cn1c(=S)[nH]c2ccccc21)c1ccccc1,1%,-8%,0%,4%,-10%,7%,1.0%,14%
CC(C)(C)NC(=O)C(c1c[nH]c2ccccc12)N(C(=O)Cn1nnc(-c2ccc(F)cc2)n1)c1cccc(O)c1 (stereo unspecified),5%,-7%,u,1%,2%,u,0.0%,-25%
O=C(COc1ccc(/C=N/NC(=O)c2ccc(O)cc2)cc1)Nc1ccc([N+](=O)[O-])cc1,3%,-3%,-15%,-6%,4%,4%,-1.1%,9%
COc1ccc(CCNC(=O)CN(CCc2ccccc2)S(C)(=O)=O)cc1OC,2%,-11%,0%,-20%,u,4%,1.3%,8%
Cc1ccn2cc(C34CC5CC(CC(C5)C3)C4)nc2c1,-1%,23%,6%,2%,-8%,-27%,1.7%,-54%
COc1ccc(NC(=O)Cc2cccc(F)c2)cc1S(=O)(=O)Nc1ccccc1Cl,-8%,-2%,14µM*[quencher],2%,x,x,-2.3%,-34%
Cc1ccc(C(=O)N/C(=C/c2cccs2)C(=O)NCCc2c[nH]c3ccccc23)cc1,-15%,-4%,10%,-6%,u,2%,2.5%,-15%
CC(C)[C@H](NC(=O)c1ccco1)C(=O)OCC(=O)c1ccc2c(c1)NC(=O)CO2,1%,-12%,2%,-7%,2%,u,1.1%,3%
O=C(Cn1c(=O)sc2ccccc21)N1CCOCC1,5%,3%,-2%,3%,-7%,8%,0.4%,-9%[7.67 µM]
CC1=C/C(=C/N(C)C)C(=O)O1,-1%,5%,-14%,1%,-4%,5%,-0.5%,0%
CCOC(=O)c1c(C)oc2c(CC(=O)c3ccccc3)c(Cl)c(O)c(O)c12,9%,4%,-14%,8%,-1%,10%,0.0%,-33%
Cc1ccc(S(=O)(=O)N(C)C)cc1NC(=O)C1CCC1,-5%,5%,-4%,-2%,-6%,-9%,1.1%,-3%
CCCC(=O)N1CCN(c2ccc(NC(=O)c3sc4ccccc4c3Cl)cc2)CC1,1%,u,-20%,-20%,3%,4%,-1.3%,-9%[46.1 µM]
O=C(OCCN1CCCC1=O)c1cncc(Br)c1,5%,15%,-11%,4%,3%,-3%,-0.2%,-10%[46.1 µM]

# Source: PubChem
